SW480 rerep: induces DNA re-replication in SW480 colon adenocarcinoma cells; SW480 DNA re-replication, Hoechst DNA content imaging, 48 h; Potency, µM (titrated, usually from 46.1 µM), without a hit: top-dose re-replication activation, usual class: activators; 1.8% of 340,000 active; also: potency is read from the fitted curve at half-maximal effect; % of control where 0% means no effect; nearly all actives have a fitted effect of over 55% in size
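First, 250 cells per well were seeded. Next, compound or vehicle (23 nL) was pinned in, plates sat 48 hr at 37 C. Finally Hoechst was added for 40 min before fluorescence scanning.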
HT1080NT lethal: kills 2HG-producing HT-1080-NT fibrosarcoma cells; Potency, µM (doses to about 46.1 µM), without a hit: at the top dose activity, negative = less viability, actives largely listed as cytotoxic; AID 686970; HT-1080-NT fibrosarcoma viability, CellTiter-Glo ATP luminescence, 48 h; 1.6% of 360,000 active;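 also: NT is the 2HG producing partner of a matched IDH1 knockdown line; potency is read from the fitted curve at half-maximal effect; 0% = DMSO-treated cells and -100% = media-only wells without cells; nearly all actives have a fitted effect of over 55% in size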
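Toxicity toward the 2HG-producing NT line was scored as %Activity, normalised to DMSO and no-cell wells, from CellTiter-Glo luminescence after 48 hours' treatment.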
WRN helicase inh: WRN helicase (human) inhibition; Q14191; WRN helicase unwinding, fluorescent forked duplex, kinetic; Potency, µM (highest dose often 114 µM), without a hit: top-dose activity change, negative = inhibition, most hits filed as inhibitors; 0.46% of 360,000 active; AID 651768; also: potency is read from the fitted curve at half-maximal effect; % is scaled to controls: 0 for no effect and ±100 for the full control effect; nearly all actives have a fitted effect of over 55% in size
Target sequence (Q14191 whole entry, looked up): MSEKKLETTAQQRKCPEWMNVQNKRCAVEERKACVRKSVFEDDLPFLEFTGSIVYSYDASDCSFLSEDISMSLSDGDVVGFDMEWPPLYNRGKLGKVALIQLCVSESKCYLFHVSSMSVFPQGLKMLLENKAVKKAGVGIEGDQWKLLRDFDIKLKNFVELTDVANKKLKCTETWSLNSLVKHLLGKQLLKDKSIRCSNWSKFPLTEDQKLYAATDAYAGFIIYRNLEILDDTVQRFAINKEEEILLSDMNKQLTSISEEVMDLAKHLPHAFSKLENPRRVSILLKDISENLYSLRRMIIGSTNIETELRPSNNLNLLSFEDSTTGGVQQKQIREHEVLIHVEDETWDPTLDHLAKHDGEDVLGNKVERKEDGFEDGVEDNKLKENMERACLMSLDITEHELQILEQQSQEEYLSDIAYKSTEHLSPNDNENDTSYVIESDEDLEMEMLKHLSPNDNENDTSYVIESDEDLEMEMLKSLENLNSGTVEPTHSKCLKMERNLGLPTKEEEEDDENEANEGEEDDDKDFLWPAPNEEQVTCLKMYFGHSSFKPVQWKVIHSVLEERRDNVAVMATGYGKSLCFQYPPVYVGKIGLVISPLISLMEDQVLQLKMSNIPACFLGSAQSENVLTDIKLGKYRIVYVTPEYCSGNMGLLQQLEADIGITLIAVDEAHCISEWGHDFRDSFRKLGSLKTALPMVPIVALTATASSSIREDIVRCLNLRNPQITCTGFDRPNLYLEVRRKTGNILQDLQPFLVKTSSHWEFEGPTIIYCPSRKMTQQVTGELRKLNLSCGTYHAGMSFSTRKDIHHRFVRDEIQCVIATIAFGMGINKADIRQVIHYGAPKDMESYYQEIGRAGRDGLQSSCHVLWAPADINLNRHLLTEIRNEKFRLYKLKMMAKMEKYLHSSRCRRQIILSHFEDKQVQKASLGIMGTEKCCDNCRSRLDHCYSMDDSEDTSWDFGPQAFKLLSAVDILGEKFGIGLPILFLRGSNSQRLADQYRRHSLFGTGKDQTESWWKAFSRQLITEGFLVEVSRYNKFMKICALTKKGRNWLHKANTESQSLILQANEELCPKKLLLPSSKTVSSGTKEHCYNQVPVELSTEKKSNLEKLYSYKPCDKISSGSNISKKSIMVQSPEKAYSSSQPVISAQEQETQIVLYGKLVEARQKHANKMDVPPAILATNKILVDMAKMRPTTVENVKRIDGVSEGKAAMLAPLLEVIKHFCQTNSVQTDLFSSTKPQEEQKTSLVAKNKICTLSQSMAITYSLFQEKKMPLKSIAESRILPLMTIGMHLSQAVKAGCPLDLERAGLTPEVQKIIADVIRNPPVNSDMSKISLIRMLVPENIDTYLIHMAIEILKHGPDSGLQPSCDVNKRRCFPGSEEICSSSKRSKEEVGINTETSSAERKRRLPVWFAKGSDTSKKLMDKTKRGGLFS
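WRN at 20 nM final was preincubated with compound for 15 min at room temperature; reaction started with 100 nM forked duplex oligonucleotide carrying fluorophore and quencher plus 2 mM ATP (final). Unwinding followed kinetically by red fluorescence (ex 525/em 598 nm).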
KB-V1 cytotox: kills drug-selected multidrug resistant KB-V1 cells | KB-V1 MDR cells viability, CellTiter-Glo, 72 h | 3.4% of 400,000 active | Potency, µM (doses to about 46.1 µM), for inactives: at the highest dose activity change, negative = cytotoxicity, usual class: cytotoxic; also: potency is read from the fitted curve at half-maximal effect; % is scaled to controls: 0 for no effect and ±100 for the full control effect; nearly all actives have a fitted effect of over 60% in size
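KB-V1 cells (P-gp-expressing MDR subline of KB-3-1) in phenol-red-free DMEM with 10% FBS were exposed to library compounds over a concentration series for 72 h at 37 degrees C. Viability read by CellTiter-Glo luminescence; concentration-effect curves fitted after normalization.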
KB-3-1 cytotox: kills parental KB-3-1 adenocarcinoma cells | KB-3-1 viability, CellTiter-Glo ATP luminescence, 72 h | Potency, µM (top dose mostly 46.1 µM), inactives show top-dose activity change, negative = cytotoxic, usual class: cytotoxic | 1.4% of 400,000 active; also: potency is read from the fitted curve at half-maximal effect; % is scaled to controls: 0 for no effect and ±100 for the full control effect; nearly all actives have a fitted effect of over 60% in size
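Parental KB-3-1 adenocarcinoma cells in phenol-red-free DMEM with 10% FBS were pin-treated with compounds at several concentrations, incubated 72 h at 37 °C, and viability read by CellTiter-Glo luminescence; concentration-effect curves were fitted after normalization.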
ATXN2 expr inh: inhibitors of ATXN2 expression | Potency, µM (titrated, usually from 57 µM), inactives show top-dose activity change, negative = inhibition, actives largely listed as inhibitors | HEK-293 ATXN2-luciferase reporter, luminescence, 24 h | 0.72% of 360,000 active | AID 1745845; also: potency is read from the fitted curve at half-maximal effect; % is scaled to controls: 0 for no effect and ±100 for the full control effect; nearly all actives have a fitted effect of over 55% in size
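ATXN2-luciferase reporter cells (luciferase flanked by upstream and downstream ATXN2 gene portions) were treated 24 h at 37 °C with compounds at up to 57 uM. SteadyGlo luminescence gave expression; GF-AFC fluorescence gave viability.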
HT1080 IDH1KD tx: kills HT-1080 cells with IDH1 knockdown; HT-1080 IDH1 knockdown viability, ATP luminescence, 48 h; Potency, µM (doses to about 46.1 µM), without a hit: top-dose activity, negative = toxicity, actives largely listed as cytotoxic; 2% of 360,000 active;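 also: potency is read from the fitted curve at half-maximal effect; 0% = DMSO wells and -100% = cell-free medium wells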
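Cytotoxicity counter-line: IDH1KD HT-1080, 48 h, CellTiter-Glo. Curves classed by r2, magnitude and activity.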
MCF10A rereplic: induces DNA re-replication in MCF 10a normal breast cells. MCF 10A DNA re-replication, Hoechst nuclear intensity, 48 h. Potency, µM (highest dose often 46.1 µM), inactives show at the top dose activity, positive = re-replication, actives largely listed as activators. 2.9% of 350,000 active. AID 624296; also: potency is read from the fitted curve at half-maximal effect; % of control where 0% means no effect; nearly all actives have a fitted effect of over 50% in size
IL-1B inflam inh: blocks inflammasome-driven IL-1 beta release; THP-1 LPS/ATP IL-1B secretion, AlphaLISA, 16 h; hits give low values; activity change, % at 57.5 µM; 4.7% of 360,000 active; in the data active = activity change below about -50%; inconclusive = mostly about -30% to -49%; also: % is scaled to controls: 0 for no effect and ±100 for the full control effect
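Secreted IL-1B measured by AlphaLISA bead assay after 16 h compound exposure of THP-1 cells; compounds (final up to 57.5 uM) added 1 h before LPS (250 ng/mL) and ATP (1.25 mM) stimulation; lower signal means less secretion.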
* marks the source's active call; other numbers are inactive results; ? = inconclusive; nt = no result given; & = joins results of further samples; [ ] = dose if it differs, or a comment. Unless noted, calls follow the shape of the dose curve; as a rule, active = well fitted curve in the direction sought with a large enough effect; inconclusive = small, poorly fitted or top-dose-only effect, or another doubt; inactive = no such curve, though single readings can be large; an effect the other way counts as inactive or inconclusive. Outcome played no part in choosing rows; about 12% have a hit in one of these screens.

SMILES | SW480 rerep | HT1080NT lethal | WRN helicase inh | KB-V1 cytotox | KB-3-1 cytotox | ATXN2 expr inh | HT1080 IDH1KD tx | MCF10A rereplic | IL-1B inflam inh
Oc1ccc2oc3c(c2c1)CCCC3 | -11%[9.22 µM] | -2% | -8% | 17% | -3% | 25% | -1% | 15% | -12
CCOc1ccc(-c2cc(C(=O)NCc3ccccc3)[nH]n2)c(C)c1 | nt | 28% | 1% | 1% | 0% | 15% | 2% | nt | -13
O=C(NCCOc1ccc(F)cc1)C1CCC(=O)N(CCN2CCOCC2)C1 (centres undefined) | -2% | -3% | ? | 2% | -7% | 0% | -1% | -2% | 0
CC1=CC(=C(C#N)c2nc3ccccc3s2)C=C(C)N1Cc1ccco1 | -2% | 17% | -1% | -5% | -1% | 7% | -5% | 16% | 0
COC(c1ccccc1)c1nnc(CCC(=O)N(C)CCCC2CCCC2)o1 (centres undefined) | -2% | 18% | -4% | ? | -9% | 18%[11.3 µM] | 0% | 1% | -13
Cc1ccc(C)c(N2C(=O)c3cc(N4CCOCC4)c([N+](=O)[O-])cc3C2=O)c1 | -3% | 15% | -8% | 2% | 15% | 1% | 20% | 3% | 0
OC[C@@H]1CN(Cc2ccc(F)cc2)C[C@H](n2cnc3c(NCc4ccc(F)cc4)ncnc32)O1 | nt | -7% | 0% | 0% | -1% | -20% | -4% | nt | 10
CCCn1nc(Oc2nc(NCC)nc(NCC)n2)ccc1=O | -5% | -5% | 8% | -21% | -17% | 2% | -12% | ? | 8
CCn1c(-c2ccco2)n[nH]c1=S | -14% | 27% | 4% | 5% | 15% | -1% | 22% | -2% | 7
O=C1[C@@H]2C(c3ccccc3Cl)=NO[C@@H]2C(=O)N1Cc1ccccc1 | -8% | ? | -3% | 0% | -6% | -21% | 13% | -3% | 9
O=C(O)C1CCCN1C(=O)C12CC3CC(CC(C3)C1)C2 (centres undefined) | -4% | 1% | 3% | ? | 8% | 2% | 6% | 1% | 16
Cc1ccc(NS(=O)(=O)c2ccc(CCC(=O)N3CCCC3)cc2)cc1 | ? | -13% | 16%[57.1 µM] | ? | -9% | -12% | 6% | ? | 20
CC(C)=CCC/C(C)=C/Cc1c(O)ccc(C(=O)/C=C/c2ccc(O)cc2)c1O | ? | ? | -6% | -8% | -1% | ? | -26% | -33%[inhibitor] | -80*
COc1ccc(S(=O)(=O)N/N=C(/C)c2ccc(Cl)cc2)cc1 | -1% | 0% | -10% | -10% | -2% | -6% | -25% | ? | -5
CCOc1ccccc1N(CC(=O)NC1CCCCC1)S(C)(=O)=O | -6% | 3% | 8% | 2% | -4% | 4% | 0% | 1% | -6
COc1ccc(C(C(=O)Nc2ccc3c(c2)OCCO3)n2c(=O)c(-c3ccco3)nc3ccccc32)cc1 (centres undefined) | nt | ? | -1% | ? | ? | nt | 13µM* | nt | 24
COc1ccccc1Cc1c(-c2ccc(C#N)cc2)nc2c(C)cc(Br)cn12 | nt | -24% | -14% | 2% | -1% | 5% | -27% | nt | 8
CCCCCCN1CCN(C2CN(Cc3cn(Cc4ccc(C)cc4)nn3)S(=O)(=O)C2)CC1 (centres undefined) | nt | -21% | 2% | ? | -6% | -14% | 23µM* | nt | -14
C=CCn1c(SCC(=O)Nc2c(C)n(C)n(-c3ccccc3)c2=O)nc2sc(C)c(C)c2c1=O | -8% | 6% | 1% | 6% | 3% | -15% | -4% | -6% | -25
CCOC1=C2CN(S(=O)(=O)c3ccc(C)cc3)[C@@H](c3ccc(CC)cc3)C[C@H]2[C@H]2C(=O)N(c3ccccc3)C(=O)[C@H]2C1 | nt | 10% | 0% | 0% | 0% | 12% | 8% | nt | 12
CC(=O)Nc1cccc(NC(C)=C(C#N)C#N)c1 | 1% | 17% | 1% | 7% | 24% | 5% | 12% | -10% | 10
CCSc1nnc(NC(NC(C)=O)(C(F)(F)F)C(F)(F)F)s1 | -5% | 14% | 8% | ? | 15% | 4% | 20% | 1% | -6
Cc1cc(F)ccc1S(=O)(=O)NCC(c1ccc2c(c1)OCO2)N1CCOCC1 (centres undefined) | 8% | 1% | -30% | ? | 18% | 7% | -10% | 3% | -12
CS(=O)(=O)Nc1ccccc1C(=O)Nc1cccc(Cl)c1 | 8% | ? | -7%[57.1 µM] | 0% | ? | -6% | 2%[9.24 µM] | 28% | 23
CC1=NNC(=O)C1CCC(=O)N/N=C(/C)c1ccc([N+](=O)[O-])cc1 (centres undefined) | 2% | 3% | -1% | -5% | -1% | nt | 15% | 11% | -1
Oc1cccc2cc3cccc(O)c3c(O)c12 | -36%[inhibitor] | -4% | nt | 5% | -1% | -16% | 17% | 11% | -19
CCOC(=O)c1[nH]c2ccc(F)cc2c1NC(=O)c1cc(OC)c(OC)c(OC)c1 | -7% | -5% | 8% | -12% | ? | 6% | -4% | 13% | -4
Cc1ccc(SCC(=O)NCC(C)C)cc1 | -8% | 0% | 6% | 9% | 0% | 9% | 1% | 2% | -2
NS(=O)(=O)c1ccc(CCNC(=O)C2COc3ccccc3O2)cc1 (centres undefined) | -69%[inhibitor] | 1% | 1% | -8% | -1% | -4% | 1% | -17%[9.22 µM] | 23
O=C(O)c1ccc2c(=O)n(-c3ccc(F)c(Cl)c3)c(=S)[nH]c2c1 | -21% | -2% | -9% | 20% | 16% | 4% | 9% | -9% | 23
NS(=O)(=O)c1ccccc1NC(=S)Nc1ccccc1S(N)(=O)=O | -5% | 5% | -6% | -4% | 4% | nt | 0% | -1% | 33
COc1ccccc1CNC(=O)c1ccc(Cl)c(NC2=NC3CS(=O)(=O)CC3S2)c1 (centres undefined) | -2% | -1% | 3% | 12% | 4% | -14% | 12% | 0% | -25
Cn1c(COc2ccccc2)nnc1SCC(=O)Nc1ccc(N2CCOCC2)c(Cl)c1 | -10% | 7% | -2% | 3% | 2% | -3% | 11% | 0% | 0
CCOC(=O)Cn1nc(C)c(NC(=O)c2cccc([N+](=O)[O-])c2)c1C | 1% | 15% | 3% | -7% | -5% | -12% | ? | 0% | -10
C(=N\N=C\c1ccncc1)/c1ccncc1 | 1% | 0% | -6% | -13% | 2% | 7% | -12% | 0% | 3
C[C@H](N)c1nnc(SCC(=O)c2ccc(Cl)cc2)o1 | -4% | 2% | -2% | 8% | -10% | -2% | -4% | -21% | 12
O=C(C[n+]1cc(Br)cc2ccccc21)c1ccc(F)cc1 | -13% | -17% | -10% | 2%&-18% | ? | nt | -16% | 28% | -3
COc1ccc2ccccc2c1/C=N/NC(=O)CC1(C)OCCCO1 | -21% | 8% | 4% | -11% | 12% | 7% | 17% | -3% | 6
O=C(c1ccc2c(=O)n3c(nc2c1)CCCCC3)N1CCN(C(c2ccccc2)c2ccccc2)CC1 | ? | 18µM* | -20% | ? | ? | -32% | 10µM* | ? | ?
CCCCCC1CCC(C(=O)NCCN2CCOCC2)CC1 (centres undefined) | -11% | 7% | 9% | 2% | -1% | -10% | 10% | 15% | 0
CCN(CC)CCNc1ccc(CO)c2oc3ccccc3c(=O)c12 | nt | ? | -5% | ? | ? | nt | -17% | nt | -55*
CCN(CC)c1ccc(N)cc1S(=O)(=O)Nc1ccccc1OC | ? | -10% | ? | -12% | 8% | -1% | -16% | 6% | 8
CCCn1c(SCC(=O)c2c(N)n(C3CC3)c(=O)[nH]c2=O)nc2cc(S(N)(=O)=O)ccc21 | -11% | 2% | 3% | ? | 1% | nt | 4% | -3% | -16
O=C(CSc1nncs1)N1c2ccccc2Sc2ccccc21 | 21µM* | -14% | -16%[57.1 µM] | ? | -9% | 2% | 2%[9.24 µM] | 8.2µM* | -7
Cc1ccccc1OCCSCc1nc2ccccc2[nH]1 | -13% | -17% | -25% | ? | ? | -22% | -21% | 7% | 7
CCC(=O)N(c1nnc(SCC(=O)NN2C(=O)NC3(CCCCC3)C2=O)s1)C1CC1 | 4% | 5% | 8% | 1% | 0% | nt | 6% | -1% | -10
COc1ccccc1/C=N/n1c(N)c(C(=O)NC2CCCCC2)c2nc3ccccc3nc21 | 4.1µM* | -4% | -6% | 0% | -29% | 4% | 2% | 10µM* | -9
COc1ccc(C2=NN(Cc3ccccc3)C3C(=O)NC(=O)C23)cc1 (centres undefined) | 10%[1.84 µM] | -9% | -12%[57.1 µM] | 3% | -4% | 17% | -2% | -5% | -9
CC(=O)C1=NN(c2ccc(Cl)cc2)C(c2ccc3c(c2)OCO3)N(C(C)=O)N1C (centres undefined) | 25% | -23% | -6% | -25% | -4% | -30% | -22% | 16% | -23
N#Cc1cn(Cc2ccccc2)c2ccccc12 | -9%[9.22 µM] | -6% | -3% | -4% | ? | -20% | ? | -24% | 18
O=S(=O)(c1ccc(Cl)cc1)N1CCc2ccccc21 | -7% | 6% | -13% | -1% | 5% | 5% | 10% | 5% | 0

Source: PubChem (National Center for Advancing Translational Sciences (NCATS))
